# GPR7 antag: antagonists of human GPR7 (neuropeptides B/W receptor 1) | P48145 | actives 1.1% (n = 290,000) | GPR7-expressing cells, fluorescence antagonist assay | inhibition, % at 4.4 µM; in the data active = inhibition above about 16%, passing the limit was not always enough;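 also: cells stimulated with the agonist NPW; 0% = agonist with vehicle and 100% = vehicle without agonist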
# PfM18AAP inh: blocks P. falciparum M18 aspartyl aminopeptidase; recombinant PfM18AAP, H-Glu-NHMec fluorogenic cleavage; inhibition, % at 7.35 µM; actives 1.2% (n = 290,000); AID 1822;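 active = inhibition above the campaign mean inhibition over all tested compounds plus 3 SD, cut at about 28% in these data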;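 also: 0% = plate median of test compound wells and 100% = 2 mM ZnCl2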
# PHOSPHO1 block: PHOSPHO1 (human) inhibition; inhibition, % at 13.3 µM; Q8TCT1; recombinant PHOSPHO1, absorbance phosphatase assay; actives 1.1% (n = 290,000); in the data active = inhibition above about 60%
# VIM-2 inhibitor: inhibitors of Pseudomonas aeruginosa VIM-2 metallo-beta-lactamase | inhibition, % at 5.6 µM | AID 1527 | actives 0.89% (n = 290,000) | purified VIM-2, nitrocefin hydrolysis, epi-absorbance fluorescence;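 active = inhibition above the mean of all tested compounds plus 3 SD, cutoff set per screening run, cut at about 7.5% in these data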;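 also: red hydrolysis product quenches plate fluorescence so inhibitors raise well fluorescence; 0% = enzyme with DMSO and 100% = DMSO without enzyme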
# IDE inh: cellular human IDE inhibition; P14735; HEK cells, FAbetaB cleavage, fluorescence polarization; inhibition, % at 5.59 µM; actives 0.41% (n = 320,000); AID 434962;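 active = percent inhibition above the average of all tested compounds plus 3 SD, set per screening campaign, cut at about 16% in these data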;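 also: IDE supplied by intact live HEK cells; FP after avidin binding of uncleaved biotin substrate so inhibition keeps polarization high; 0% = DMSO wells and 100% = 60 µM reference IDE inhibitor Ii1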
# Target sequence (P14735 whole entry, looked up): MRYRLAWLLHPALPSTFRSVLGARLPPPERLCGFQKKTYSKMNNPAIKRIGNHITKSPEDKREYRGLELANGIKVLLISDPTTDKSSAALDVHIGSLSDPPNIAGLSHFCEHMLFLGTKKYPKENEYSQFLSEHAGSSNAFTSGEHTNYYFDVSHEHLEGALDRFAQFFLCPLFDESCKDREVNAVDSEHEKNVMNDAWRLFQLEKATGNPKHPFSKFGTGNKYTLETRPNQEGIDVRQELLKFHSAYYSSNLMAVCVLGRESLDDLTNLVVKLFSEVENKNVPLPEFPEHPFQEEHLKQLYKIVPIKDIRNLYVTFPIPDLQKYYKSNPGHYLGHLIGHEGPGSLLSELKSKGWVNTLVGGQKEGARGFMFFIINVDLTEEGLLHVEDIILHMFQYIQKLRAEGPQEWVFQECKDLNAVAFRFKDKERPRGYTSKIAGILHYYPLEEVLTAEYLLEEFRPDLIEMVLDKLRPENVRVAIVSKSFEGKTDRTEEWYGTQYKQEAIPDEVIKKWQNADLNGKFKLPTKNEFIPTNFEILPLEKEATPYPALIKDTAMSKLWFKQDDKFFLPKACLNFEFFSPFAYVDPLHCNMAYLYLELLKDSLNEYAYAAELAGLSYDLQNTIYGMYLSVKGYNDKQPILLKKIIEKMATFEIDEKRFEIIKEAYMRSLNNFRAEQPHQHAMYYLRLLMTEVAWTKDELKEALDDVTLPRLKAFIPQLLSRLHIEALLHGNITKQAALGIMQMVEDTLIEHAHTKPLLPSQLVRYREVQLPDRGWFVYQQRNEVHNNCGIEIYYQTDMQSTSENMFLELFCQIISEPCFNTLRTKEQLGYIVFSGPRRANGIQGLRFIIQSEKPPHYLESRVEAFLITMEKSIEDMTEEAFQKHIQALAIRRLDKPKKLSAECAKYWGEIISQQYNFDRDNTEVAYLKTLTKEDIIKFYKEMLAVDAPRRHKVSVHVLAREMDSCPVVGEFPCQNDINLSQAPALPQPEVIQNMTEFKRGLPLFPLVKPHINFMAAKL
# IMP-1 inh: blocks Pseudomonas aeruginosa IMP-1 metallo-beta-lactamase | purified IMP-1, nitrocefin hydrolysis, epi-absorbance fluorescence | inhibition, % at 5.6 µM | actives 0.45% (n = 290,000) | AID 1556;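 active = inhibition above the mean plus 3 SD of all compounds in the same screening run, cut at about 4.5% in these data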;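 also: 0% = IMP-1 with DMSO and 100% = DMSO wells lacking enzyme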
#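 System: purified IMP-1 / Input: IMP-1 dispensed at 0.2 nM / Medium: 50 mM HEPES pH 7.1, 50 µM ZnSO4, 0.05% Brij 35 / Timing: 15 min enzyme–compound preincubation, then 25 min nitrocefin reaction, 25 °C / Technique: plate fluorescence quenching by hydrolysis product, ex 480/em 530 nm / Repeats: singlicate testing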
# IDE act: IDE (human) activation, cell-based. P14735. HEK cells, FAbeta-B cleavage, fluorescence polarization; 0% vehicle, 100% cell-free pure enzyme wells. activation, % at 5.96 µM. actives 0.073% (n = 340,000);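 active = activation above the mean of all tested compounds plus 3 SD, set per screening campaign, cut at about 17% in these data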
# pCIP destab: compounds decreasing mouse p/CIP protein stability; Q05BA5; F442A p/CIP-EGFP cells, EGFP fluorescence, 16 h; decrease of EGFP signal, % at 10 µM; actives 0.01% (n = 290,000); AID 1984;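 active = EGFP signal decrease of at least 30% at 10 µM or well 3 SD below plate mean, unless failing retest; inactive = the rest, including hits failing retest or dose response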; also: some compounds called inactive have numbers as strong as hits; many of its hits are not listed in these tables
# NALP1 inh: NALP1 inhibition; inhibition, % at 10 µM; S. cerevisiae NALP1/ASC/caspase-1 growth, X-gal OD620, 72 h; AID 2071; actives 0.61% (n = 280,000); in the data active = inhibition mostly above about 24%, no sharp cut-off; inactive = mostly below about 32%; also: some compounds called inactive have numbers as strong as hits
# * marks the source's active call; other numbers are inactive results; nt = no result given.
SMILES,GPR7 antag,PfM18AAP inh,PHOSPHO1 block,VIM-2 inhibitor,IDE inh,IMP-1 inh,IDE act,pCIP destab,NALP1 inh
COc1ccc(NC(=O)C2CC(=O)OC23CCCCC3)cc1 (stereo not drawn),-18,-7,13,-4.6,2,-5.4,1,2,-3
COCCCNC(=S)Nc1ccccc1C,-5,0,-2,-1.9,1,-1.7,2,-4,17
COC(=O)c1sccc1NC(=S)Nc1cc(C)cc(C)c1,-6,6,-5,-2.3,-2,-4.2,1,7,-8
Cc1ccc(OCC(=O)Nc2cc(C)on2)c([N+](=O)[O-])n1,1,-8,29,0.7,6,-0.3,1,6,-7
COc1ccc(-c2c(C#N)c(N)nc3c2c(=O)n(C)c(=O)n3C)cc1Cl,-9,-9,nt,0.5,2,-3.7,3,nt,nt
CC(=O)Nc1cc(C(=O)NCc2ccco2)ccc1Sc1ccc(C)cc1,6,3,-2,-3.9,1,-5.7,0,-1,35
COc1ccc(OC(C)C(=O)Nc2cccc(F)c2)cc1 (stereo not drawn),10,16,7,-0.4,1,1.1,2,-3,10
O=c1[nH]c(-c2ccccc2)nn1-c1ccc(Br)cc1Br,-13,5,-2,-3.4,8,-3.1,5,-2,-2
CCOC(CNC(=O)C(=O)Nc1cc2c3c(c1)CCN3C(=O)CC2)OCC,-13,6,18,-1.4,6,-0.5,-4,3,16
COc1ccc(CCNC(=O)CSc2nc3ccccc3o2)cc1,-4,0,-21,-3.8,1,-3.1,-5,-6,-19
COc1cc(CNCc2cccs2)ccc1OCC(=O)NC(C)(C)C,3,-4,37,-7.2,3,-3.2,-1,-4,0
Cc1cccn2c(=O)c3cc(C(=O)NC4CCCC4)c(=N)n(C4CCCC4)c3nc12,5,0,24,6.7,-6,-0.1,2,-4,9
N#C/C(=C(/O)CN1CCOCC1)c1nc(-c2ccccc2)cs1,0,-4,9,-2.5,1,-1.4,-3,2,25
CCc1nc(SCc2ccc(OC)c(Br)c2)n[nH]1,2,-13,20,-3.5,7,-4.6,1,-2,-3
COc1nc(NCCc2ccc(OC)c(OC)c2)nc(OC)n1,-9,2,-7,0.2,-2,-0.3,5,-3,3
COC(=O)c1sc(NC(=O)/C=C/c2ccccc2Cl)nc1C,-1,-10,-1,-0.5,1,-1.7,2,3,-9
Cc1ccc(-c2csc(NC(=O)CSc3nc4ccccc4o3)n2)cc1,-12,-1,-11,-2.8,7,-2.8,-3,0,21
CN(C)C(=O)CSc1nc2ccccc2n1CC(=O)N1CCN(c2ccccc2)CC1,-13,8,-4,-3.5,9,-2.4,-5,1,1
COc1ccc(CN(CC(=O)NC2CCCC2)C(=O)CCC(=O)Nc2nc(C)cs2)cc1,-3,-1,-4,-3.0,3,-3.5,2,-6,12
C=CCS(=O)(=O)N1CCCC(N2CCN(c3ccccc3OC)CC2)C1 (stereo not drawn),-15,0,14,-2.4,3,-0.7,-1,-8,5

# Structures above with a thiophene ring, fused or not, in the order listed:
SMILES,GPR7 antag,PfM18AAP inh,PHOSPHO1 block,VIM-2 inhibitor,IDE inh,IMP-1 inh,IDE act,pCIP destab,NALP1 inh
COC(=O)c1sccc1NC(=S)Nc1cc(C)cc(C)c1,-6,6,-5,-2.3,-2,-4.2,1,7,-8
COc1cc(CNCc2cccs2)ccc1OCC(=O)NC(C)(C)C,3,-4,37,-7.2,3,-3.2,-1,-4,0

# A different layout for some results above.
SMILES | GPR7 antag | PfM18AAP inh | PHOSPHO1 block | VIM-2 inhibitor | IDE inh | IMP-1 inh | IDE act | pCIP destab | NALP1 inh
CC(=O)Nc1cc(C(=O)NCc2ccco2)ccc1Sc1ccc(C)cc1 | 6 | 3 | -2 | -3.9 | 1 | -5.7 | 0 | -1 | 35
N#C/C(=C(/O)CN1CCOCC1)c1nc(-c2ccccc2)cs1 | 0 | -4 | 9 | -2.5 | 1 | -1.4 | -3 | 2 | 25
COc1ccc(CCNC(=O)CSc2nc3ccccc3o2)cc1 | -4 | 0 | -21 | -3.8 | 1 | -3.1 | -5 | -6 | -19
COc1ccc(OC(C)C(=O)Nc2cccc(F)c2)cc1 (stereo not drawn) | 10 | 16 | 7 | -0.4 | 1 | 1.1 | 2 | -3 | 10
Cc1cccn2c(=O)c3cc(C(=O)NC4CCCC4)c(=N)n(C4CCCC4)c3nc12 | 5 | 0 | 24 | 6.7 | -6 | -0.1 | 2 | -4 | 9
CCOC(CNC(=O)C(=O)Nc1cc2c3c(c1)CCN3C(=O)CC2)OCC | -13 | 6 | 18 | -1.4 | 6 | -0.5 | -4 | 3 | 16
COc1nc(NCCc2ccc(OC)c(OC)c2)nc(OC)n1 | -9 | 2 | -7 | 0.2 | -2 | -0.3 | 5 | -3 | 3

# An excerpt from above, showing only IDE act, pCIP destab and NALP1 inh:
structure | IDE act | pCIP destab | NALP1 inh
CC(=O)Nc1cc(C(=O)NCc2ccco2)ccc1Sc1ccc(C)cc1 | 0 | -1 | 35
COc1ccc(OC(C)C(=O)Nc2cccc(F)c2)cc1 (stereo not drawn) | 2 | -3 | 10
O=c1[nH]c(-c2ccccc2)nn1-c1ccc(Br)cc1Br | 5 | -2 | -2
CCOC(CNC(=O)C(=O)Nc1cc2c3c(c1)CCN3C(=O)CC2)OCC | -4 | 3 | 16

# (further entries)
SMILES,GPR7 antag,PfM18AAP inh,PHOSPHO1 block,VIM-2 inhibitor,IDE inh,IMP-1 inh,IDE act,pCIP destab,NALP1 inh
CCOc1cc(/C=C2\CN(C)C/C(=C\c3ccc(O)c(OCC)c3)C2=O)ccc1O,-2,44*,-7,-1.8,3,-4.9,5,-10,9
COc1ccccc1C(=O)NNC(=O)c1ccccc1[N+](=O)[O-],1,-4,-27,-2.7,-3,-1.6,1,2,15
COc1cc(-c2nnc(SCC(=O)c3cc(C)n(CC4CCCO4)c3C)o2)cc(OC)c1OC (stereo not drawn),-12,7,4,-0.6,11,-2.5,3,-6,24
Nc1c(-c2ccc(Cl)cc2)cnn1-c1cc(C(F)(F)F)cc(C(F)(F)F)c1,-10,4,32,-3.2,7,-3.3,-1,6,nt
Cc1nn(C(=O)C2CC2)c(C)c1Sc1ccc(Cl)cc1,-9,-6,-2,-1.4,0,-0.6,4,-19,-150
NCCCC[C@H]1CNC(=O)C(=O)N1CCc1cccc(F)c1,nt,nt,11,nt,-4,nt,3,-6,nt
Cn1cc(CNC(=O)c2cc(COc3ccc4c(c3)CCCC4)on2)cn1,-10,30*,16,-4.1,2,-2.0,1,-8,-1
CC1CCN(C(=O)Cn2nnc(-c3ccccc3)n2)CC1,-6,-3,18,-2.2,-3,-1.0,-1,-12,4
O=C(O)COc1ccc(-c2nccc(-c3cccs3)n2)cc1,-1,1,12,-1.7,6,-0.7,nt,2,-13
O=C(CN1C(=O)c2ccccc2S1(=O)=O)N1CCN(c2ccc(F)cc2)CC1,0,-1,1,-2.4,4,-2.3,6,-5,25
COc1ccc2c(c1OC)C(=O)c1ccccc1C2=O,-3,2,38,-1.7,nt,-2.5,nt,-4,6
COc1cc(OC)cc(C(=O)OCCNC(=O)Cn2cnc3c2c(=O)n(C)c(=O)n3C)c1,8,3,21,-1.6,0,-2.0,nt,-4,3
CCOC(=O)COc1ccc2nsnc2c1,-1,7,19,-3.5,3,-1.7,3,-8,25
COCCN(C(=S)Nc1c(C)cc(C)cc1C)C(C)c1cccs1 (stereo not drawn),-2,11,-10,-0.9,5,-1.7,1,-2,-5
COc1cc([N+](=O)[O-])ccc1NC(=O)C[n+]1ccccc1C,-19,0,5,-4.2,4,-1.2,6,-5,-11
CC(O)Cc1cn(CC(=O)N2CCNCC2)nn1 (stereo not drawn),nt,nt,22,nt,3,nt,4,-1,-21
CCc1nnc(NC(=O)c2ccc(NC(=O)C(C)C)cc2)s1,-1,-9,43,-1.4,3,-1.5,7,-8,-4
C=C(C)C(C)(C#CCN1CCCC1)OC(C)=O (stereo not drawn),-8,14,4,-0.7,-5,-4.4,5,0,31
S=C1NCN(CCc2ccccc2)CN1Cc1ccccc1,-1,-2,-4,-1.3,0,-4.5,-3,-40,28
CCCCC1=CC2=C(c3ccco3)C(=O)C(C)(OC(=O)c3ccc(OC)cc3)C(=O)C2=CN1C(CO)CO (stereo not drawn),nt,nt,26,nt,-2,nt,5,-1,nt
Cc1cc(C(=O)N2CCN(c3ccc([N+](=O)[O-])cc3)CC2)c(C)o1,6,1,33,-2.8,1,-3.1,2,0,7
Cc1ccc(S(=O)(=O)NCCOc2nc(N(C)C)nc(N(C)C)n2)cc1,1,-12,-10,-0.9,0,-1.1,5,-9,27
CC(C)OC(=O)c1cc(NC(=O)c2nn(C)cc2Br)cc(C(=O)OC(C)C)c1,-12,-5,3,0.3,-3,-0.8,2,-22,18
CCCC1=Nc2cc(C(=O)NCCCOCC)ccc2Sc2ccccc21,0,2,18,3.6,4,2.3,-2,-19,7
CS/C(=N\S(=O)(=O)c1cccs1)Nc1ccc(Cl)cc1,-15,3,2,-1.1,-1,-0.3,4,2,27
CCOC(=O)CSc1c(-c2ccccc2)c2cc(Cl)ccc2[nH]c1=O,-4,6,11,-3.8,5,-3.1,5,-4,22
O=C(COc1ccc(Cl)cc1)NCc1nnc(SCC(=O)NCCc2ccccc2)o1,1,-7,8,0.3,1,-0.6,-3,-10,4
Cc1cc(C(=O)CSc2ccc(F)cc2)cc(C)c1OC(=S)N(C)C,-7,-2,0,-5.9,3,-4.8,4,2,15
Cc1c(Br)cc(C(=O)N2CCN(CCO)CC2)c(C)c1C,-12,-4,9,-3.4,6,-1.5,4,-7,3
O=C1NC(=O)/C(=C/c2ccccc2OCc2ccccc2)S1,-7,0,16,-1.6,0,-2.1,2,-12,-14
O=C(NCc1cccnc1)c1ccc(S(=O)(=O)N2CCCCCC2)cc1,0,7,-14,-3.0,3,-1.5,-3,9,2
COc1ccc(N(CC(=O)N/N=C/c2cccc3c2OCCO3)S(=O)(=O)c2ccc(NC(C)=O)cc2)cc1,15,-1,50,-0.7,0,0.1,-4,-6,16
Cn1cnnc1Sc1ccc(/C=C(\CC(=O)O)c2nc3ccccc3s2)cc1[N+](=O)[O-],-10,10,32,-1.3,9,-2.6,3,-8,-5
COc1cccc(CSc2nc3nc(C)cc(C)n3n2)c1,-12,-4,-10,-0.3,5,-1.3,3,8,-2
CC(C)(C)SCCNC(=O)COc1ccccc1,-20,1,10,-0.4,-2,-2.0,-3,-10,nt
CCOc1ccc(NC(=O)Nc2cc(C)ccc2OC)cc1,-5,4,0,-3.9,-1,-4.1,4,2,15
CCOC(=O)C1=C(CNCCOc2ccc(OC)cc2)NC(=O)NC1c1ccc2c(c1)OCO2 (stereo not drawn),5,3,-4,1.6,2,0.8,-2,-2,-7
N#CCSc1nc2ccccc2c(=O)n1CCC(=O)NC1CCCCC1,5,-5,9,-1.6,7,-2.0,1,-15,0
Cc1nc(NCc2ccco2)nc2c1C(=O)CC(C)C2 (stereo not drawn),-14,10,-17,-2.4,-3,-1.4,4,0,10
O=C(O)/C=C/C(=O)NCc1ccccn1,5,1,-10,-3.6,6,-3.1,-3,13,4
Cc1cc([N+](=O)[O-])nn1CCCC(=O)Nc1ccc2c(c1)OCO2,5,-8,3,-0.9,-1,-1.2,5,-12,17
Nc1nc2ccccc2n1Cc1ccc(Cl)c(Cl)c1,7,-1,36,-0.5,0,-0.4,-2,12,29
CCOC(=O)NC(=O)/C(C=Nc1ccc(Cl)cc1)=C(\C)O,-6,2,16,-2.6,6,-4.1,-2,-4,-12

# High-throughput results from PubChem.
